HUVEC inhibit: human endothelial cell proliferation inhibition | HUVEC proliferation, CellTiter-Glo luminescence, 72 h; hits give low values | viability, % at 10 µM (by protocol) | hit rate 1.1% among 86,000;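 active = viability at or below 30%; inactive = viability above 30%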;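 note: 100% = median luminescence of DMSO-only cell control wells on each plate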
H69AR growth 86K: growth inhibitors of human H69AR lung tumor cells | H69AR lung tumor viability, ATP luminescence, 72 h; hits give low values | viability, % at 10 µM | hit rate 6% among 85,000;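 active = viability at or below 40%; inactive = viability above 40%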;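 note: multidrug resistant small cell line overexpressing MRP-1 efflux transporter; 100% = mean luminescence of untreated control wells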
Calb biofilm kill: kills Candida albicans biofilms | inhibition, % at 6 µM | hit rate 0.14% among 85,000 | C. albicans biofilm + clotrimazole, Alamar Blue;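 active = inhibition above 20%; inactive = inhibition below 20%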;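 note: preformed 24 hr biofilms exposed to compound for 48 hr; 0% = biofilm without compound and 100% = blank killed by clotrimazole plus chlorhexidine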
Smad3 FoxH1 inh: inhibitors of human Smad3 transcription factor binding. hit rate 0.29% among 88,000. P84022. inhibition, % at 25 µM. TR-FRET Smad3/Dy647-FoxH1 peptide binding, europium anti-His;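 active = compounds that reduce the energy-transfer binding signal between the protein and its labelled peptide by more than half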;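 note: 0% = Smad3 plus labelled peptide maximal FRET and 100% = peptide-only background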
Target sequence (P84022 whole entry, looked up): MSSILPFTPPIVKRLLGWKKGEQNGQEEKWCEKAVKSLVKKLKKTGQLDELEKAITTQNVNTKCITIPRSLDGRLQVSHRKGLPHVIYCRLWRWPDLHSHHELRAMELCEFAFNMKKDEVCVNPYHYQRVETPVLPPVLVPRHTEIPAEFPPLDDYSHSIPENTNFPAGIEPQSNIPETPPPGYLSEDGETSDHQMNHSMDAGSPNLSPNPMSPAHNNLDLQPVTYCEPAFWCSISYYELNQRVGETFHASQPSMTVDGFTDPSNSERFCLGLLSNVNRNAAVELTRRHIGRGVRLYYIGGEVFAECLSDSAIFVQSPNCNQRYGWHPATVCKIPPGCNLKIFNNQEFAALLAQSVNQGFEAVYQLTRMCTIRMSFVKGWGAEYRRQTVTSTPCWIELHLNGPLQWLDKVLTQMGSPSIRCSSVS
sEH act: increases human soluble epoxide hydrolase activity | P34913 | purified human sEH enzymatic activity, activator screen | activation, % at 2 µM | hit rate 0.04% among 91,000 | AID 717; in the data active = activation above about 37%; note: values of inactives mirror those of a sister screen read the other way
Lung fibro prol: blocks proliferation of human lung fibroblasts. LL 47 human lung fibroblast viability, ATP luminescence; hits give low values. viability, % at 10 µM. hit rate 1.1% among 85,000. AID 719;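 active = viability at or below 50% in the single dose screen; inactive = viability above 50%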;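 note: compound exposure lasted 72 h before the ATP readout; 100% = median luminescence of untreated cell-only wells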
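Signal: luminescent ATP detection, CellTiter-Glo; assay system: LL 47 human lung fibroblasts; input: 1,150 cells/well; incubation: overnight cell rest, 72 h compound treatment at 37 °C; measure: % viability versus median cells-only luminescence; medium: IMEM growth medium with 15% fetal bovine serum; dosing: compound addition at 0.1% DMSO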
ERa SRC1 inh: blocks coactivator binding to human estrogen receptor alpha; TR-FRET ER-alpha LBD / SRC-1 peptide, estradiol-bound; inhibition, % at 25.6 µM; hit rate 1.7% among 86,000; in the data active = inhibition above about 50%;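 note: 0% = receptor plus peptide control and 100% = peptide only without receptor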
ERb coact inh: blocks coactivator binding to human estrogen receptor beta; TR-FRET ER-beta LBD / SRC1-Cy5 peptide binding; receptor agonist-loaded with 1 µM estradiol; inhibition, % at 25.6 µM; hit rate 1.3% among 86,000; AID 633;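 active = compounds whose percent inhibition of the receptor-coactivator binding signal exceeds about 50% in the single-dose screen, limit read from the data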;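 note: 0% = receptor plus peptide wells without compound and 100% = peptide-only wells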
Target sequence (Q92731 whole entry, looked up, the tested form may be a part): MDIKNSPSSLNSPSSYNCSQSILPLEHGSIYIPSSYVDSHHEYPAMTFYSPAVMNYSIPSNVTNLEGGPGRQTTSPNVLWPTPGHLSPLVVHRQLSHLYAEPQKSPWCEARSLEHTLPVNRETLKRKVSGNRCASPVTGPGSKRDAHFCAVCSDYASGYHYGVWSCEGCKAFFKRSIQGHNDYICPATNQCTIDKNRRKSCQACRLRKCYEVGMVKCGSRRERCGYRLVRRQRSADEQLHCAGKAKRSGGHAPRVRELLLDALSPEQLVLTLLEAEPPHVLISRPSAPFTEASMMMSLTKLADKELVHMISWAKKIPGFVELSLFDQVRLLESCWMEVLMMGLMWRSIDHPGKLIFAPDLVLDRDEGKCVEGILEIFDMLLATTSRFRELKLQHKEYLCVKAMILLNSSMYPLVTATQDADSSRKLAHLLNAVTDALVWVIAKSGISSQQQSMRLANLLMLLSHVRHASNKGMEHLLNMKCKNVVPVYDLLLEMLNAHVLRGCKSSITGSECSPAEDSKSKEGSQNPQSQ
ERa SRC1 pot: enhances coactivator binding to human estrogen receptor alpha; P03372; TR-FRET ERalpha-LBD/SRC-Cy5 coactivator binding, 2 h; 100 = basal binding, no effect; coactivator binding (% of control), % at 25.6 µM; hit rate 1.3% among 86,000; AID 639; in the data active = activity above about 200%;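 note: binding measured in presence of low estradiol as agonist stimulus; 0% = peptide alone without receptor and 100% = receptor with peptide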
* = called active by the depositor; . = not tested or not shown; [ ] = dose if it differs, or a comment. An excerpt; rates above refer to the full screens.

Sample of the layout, 3 compounds:
structure	HUVEC inhibit	H69AR growth 86K	Calb biofilm kill	Smad3 FoxH1 inh	sEH act	Lung fibro prol	ERa SRC1 inh	ERb coact inh	ERa SRC1 pot
O=C(NCCCCCCNC(=O)C1CCCC1)C1CCCC1	95.2	47.9	5.0	6.6	-10.7	97.6	-17.4	-21.2[fluorescence artefact?]	105.0
Cc1nn(C)c(C)c1C(=O)NN	94.3	93.4	1.9	6.1	-0.9	94.3	-8.5	10.0	113.9
Fc1ccc(C(c2nnnn2C2CCCC2)N2CCN(Cc3ccncc3)CC2)cc1 (stereo not drawn)	87.8	102.8	1.8	-6.1	-5.5	99.2	-0.1[fluorescence artefact?]	4.0[fluorescence artefact?]	90.7

The list itself (from the top)
structure	HUVEC inhibit	H69AR growth 86K	Calb biofilm kill	Smad3 FoxH1 inh	sEH act	Lung fibro prol	ERa SRC1 inh	ERb coact inh	ERa SRC1 pot
O=C(NCCCCCCNC(=O)C1CCCC1)C1CCCC1	95.2	47.9	5.0	6.6	-10.7	97.6	-17.4	-21.2[fluorescence artefact?]	105.0
Cc1nn(C)c(C)c1C(=O)NN	94.3	93.4	1.9	6.1	-0.9	94.3	-8.5	10.0	113.9
Fc1ccc(C(c2nnnn2C2CCCC2)N2CCN(Cc3ccncc3)CC2)cc1 (stereo not drawn)	87.8	102.8	1.8	-6.1	-5.5	99.2	-0.1[fluorescence artefact?]	4.0[fluorescence artefact?]	90.7
Cc1ccc(C2(CC(=O)N3CCCC3)CCOC(C(C)C)C2)cc1 (stereo not drawn)	103.0	98.1	5.9	3.8	5.4	101.2	-9.2	-6.2	104.5
CCC(C)(C)NC(=O)C(c1ccc(F)cc1)N(Cc1ccco1)C(=O)c1cnccn1 (stereo not drawn)	92.0	90.8	2.3	11.4[fluorescence artefact?]	16.2	98.5	2.4[fluorescence artefact?]	4.5[fluorescence artefact?]	103.1[fluorescence artefact?]
O=C(CSC1=NCCS1)Nc1ccccc1F	89.4	95.6	-0.7	-1.8	-1.3	95.5	-4.5	-3.2	130.6[fluorescence artefact?]
CCOC(=O)N1CCN(C/C(C)=C/c2ccccc2)CC1	99.9	88.6	9.2	0.9[fluorescence artefact?]	-6.9	93.5	-22.8	-37.5	106.4
O=C(COC(=O)C1CCCN1C(=O)c1cccs1)Nc1ccc2c(c1)OCO2 (stereo not drawn)	97.6	83.3	7.1	-5.3	12.1	100.6	51.6*[fluorescence artefact?]	37.6	69.7
COc1ccc(-c2nc(-n3c(C)c(C(C)=O)c(C(C)=O)c3C)sc2C)cc1OC	103.3	89.7	7.8	7.4	-5.2	100.8	-2.0	-1.1	92.6
Cc1c(NC(=O)C2CC(c3ccc(F)cc3)=NO2)c(=O)n(-c2ccccc2)n1C (stereo not drawn)	97.7	88.0	1.2	5.6	.	95.1	1.8[fluorescence artefact?]	0.4[fluorescence artefact?]	115.3
CN1CCN(S(=O)(=O)c2ccc(C(=O)Nc3ccccc3)cc2)CC1	81.5	96.3	4.3	5.8	2.7	90.3	-4.2	-10.1	95.6
CCOCCCNC(=O)c1ccc(OC)cc1	92.2	88.7	4.5	5.9	7.9	98.9	-2.1	-6.9	114.6
O=C(O)c1ccc(CSc2nnc(-c3ccncc3)n2CC2CCCO2)cc1 (stereo not drawn)	89.9	104.5	3.3	4.7	-0.9	104.1	2.2	-7.1	119.0
Cc1ccc(Oc2nc3ccccc3n3c(C)nnc23)cc1	95.0	96.6	2.7	-6.2	-16.6	97.0	-8.8	-3.8	104.7
COc1cc(C(=O)NCc2nnc(SCC(=O)N3CCC(C)CC3)o2)cc(OC)c1OC	81.7	82.7	-10.1	3.2	-3.9	101.3	0.7[fluorescence artefact?]	2.2	95.2
Cc1cc(C)nc(Nc2n[nH]c(-c3ccc(N)cc3)n2)n1	85.6	76.2	2.5	5.3	1.2	103.3	4.0	0.0	107.7
CCn1c2ccccc2c2nnc(SCc3ccccc3)nc21	89.7	61.2	7.4	-23.8	.	89.0	56.4*[fluorescence artefact?]	22.5[fluorescence artefact?]	89.6[fluorescence artefact?]
Cc1cc(C(C)(C)C)cc(S(=O)(=O)NCC(=O)O)c1C	98.6	72.0	4.1	6.5[fluorescence artefact?]	8.9	101.7	5.7	-7.9	74.5
COC(=O)CSc1nc2c(c(=O)[nH]c(=O)n2C)n1CCC(C)C	95.7	85.5	9.3	10.7	-6.9	100.6	5.5	-3.4	131.8
CCN1CCN(C(=O)c2cc3c(=O)n(C)c4ccccc4c3n2C)CC1	101.4	93.6	-2.6	9.6	10.4	86.9	-1.5	-0.1	86.7
CCOc1ccc(-c2nnc(N)o2)cc1	92.8	90.6	-7.9	10.4[fluorescence artefact?]	-2.7	100.7	4.5[fluorescence artefact?]	6.4	88.8[fluorescence artefact?]
N#Cc1cn(CC(=O)NCCc2c[nH]c3ccccc23)c2ccccc12	81.8	72.5	-5.9	2.9	.	87.5	-15.4	3.3	99.5
CCCCc1c(C)nn(-c2nnc3c4ccccc4n(C)c3n2)c1C	65.0	86.8	1.6	3.0	4.4	77.0	0.9[fluorescence artefact?]	-18.8	68.5[fluorescence artefact?]
CCN(CC)S(=O)(=O)c1ccc(S(=O)(=O)N(CC(=O)Nc2ccccc2)Cc2ccco2)cc1	87.8	80.5	3.6	8.3	-8.2	93.0	9.1	15.6	69.2[fluorescence artefact?]
CN(C)S(=O)(=O)c1ccc(C(=O)Oc2cc(=O)[nH]c3ccccc23)cc1	89.0	88.9	6.2	4.6	11.0	.	13.9	3.7	73.8
O=C(O)c1ccc(CSc2nnc(Cc3ccccc3)o2)cc1	100.3	102.4	6.1	2.1	-2.1	105.4	3.0	-3.6	110.0[fluorescence artefact?]
CCc1c(O)nc(SCc2ccccc2)n(C(C)CC)c1=O (stereo not drawn)	106.1	102.5	6.4	-9.4	14.3	99.8	4.7	3.4	114.8
COc1ccc(-c2cc(C(=O)Nc3c(C)nn(Cc4ccccc4Cl)c3C)no2)cc1	88.1	32.8*	3.6	8.4	12.4	90.0	-4.5	-1.2	105.9
CCN(CC)C(NC(=O)c1ccccc1)C(=O)c1ccccc1 (stereo not drawn)	96.8	102.3	5.9	3.8	25.9	102.2	-6.9	-12.6	119.8
CC1CCN(S(=O)(=O)c2ccc(S(=O)(=O)NCC3COCCO3)cc2)CC1 (stereo not drawn)	87.5	96.3	10.1	-3.3	.	99.0	8.5[fluorescence artefact?]	5.7	119.6
Nc1nnc(CCC2CCCCC2)s1	96.8	98.7	-0.2	-5.0	8.4	92.4	-21.3	-9.7	108.8
COc1cccc(N(CC(=O)NC2CCCC2)C(=O)Cn2nnc(-c3ccc(C)cc3)n2)c1	107.5	92.7	6.8	1.3	9.3	101.5	0.4	4.0	125.7
O=c1c2cc(N3CCOCC3)ccc2[nH]c(=S)n1CCCN1CCCC1	96.8	81.9	6.1	-2.3[fluorescence artefact?]	-3.7	98.6	5.7[fluorescence artefact?]	18.7	79.0
CCOC(=O)c1[nH]c(CSc2nnc(-c3ccc(OC)cc3)o2)c(C(=O)OCC)c1C	79.8	18.1*	5.0	-12.6[fluorescence artefact?]	0.4	79.0	10.2	9.2	127.0[fluorescence artefact?]
CCOc1ccc(NC(=O)C2CC=CCC2C(=O)O)cc1 (stereo not drawn)	87.9	82.0	.	4.5	8.5	95.7	-1.9	0.9	85.3
CCOC(=O)N1CCN(C(=O)COc2ccccc2OC)CC1	103.3	88.7	-1.9	-2.0	6.9	108.2	2.4	-9.4	108.7
COc1ccc(-n2c(Cc3cccn3C)nnc2SCC(=O)Nc2cccc(C)c2C)cc1	97.1	84.2	10.8	-1.0	-14.7	102.3	-2.8	-12.3	167.7
N=C1C(c2nc3ccccc3[nH]2)=C(O)CN1c1ccc(F)cc1	100.0	88.8	-5.2	16.3	13.6	95.1	-2.5	-8.9	99.5
CSc1nc(C)cc(SCCO)n1	93.3	84.1	0.2	-0.3	12.3	99.0	38.0[fluorescence artefact?]	0.5	124.3[fluorescence artefact?]
COc1ccc(OC)c(CNC(=O)C2CCN(S(=O)(=O)N3CCCC3)CC2)c1	104.9	111.2	7.4	7.5	-17.5	102.1	-7.3	0.2	113.2
CCC(Sc1nc(C)cc(=O)[nH]1)C(=O)Nc1sc2c(c1C#N)CCCC2 (stereo not drawn)	105.2	96.0	0.1	9.5[fluorescence artefact?]	-8.1	.	-4.7	6.7	104.3
O=C(CSc1nnc(Cc2ccccc2)n1-c1ccc(Cl)cc1)N1CCOCC1	90.4	87.0	5.6	2.2	4.6	91.5	-34.1	-14.6	102.4
COc1ccc(C(=O)Nc2ccc(S(=O)(=O)NCc3ccco3)cc2)cc1OC	95.7	.	-1.5	-1.3	.	100.0	26.7	27.6	102.5
CCOC(=O)c1ccc(NC(=O)CCOc2ccc(C)cc2)cc1	100.0	107.6	3.8	-1.9	19.4	99.8	7.9	8.5	133.9
Cc1cccc(CSC2=NCCN2C(=O)C2CC2)c1	93.4	93.6	-3.3	-15.3[fluorescence artefact?]	1.0	102.1	6.5	4.5[fluorescence artefact?]	102.4
O=C(OC(C(=O)NC1CCCCC1)c1ccccn1)c1cccs1 (stereo not drawn)	104.6	82.9	5.3	-2.4	-0.3	105.8	31.0	-2.9	91.2
Cc1ccc2cc(CN(Cc3cccs3)Cc3nnnn3CC3CCCO3)c(=O)[nH]c2c1 (stereo not drawn)	90.9	64.0	5.2	1.5	-5.8	97.9	9.0[fluorescence artefact?]	-2.3[fluorescence artefact?]	83.0
Cc1ccc(SCC(=O)Nc2cccnc2)cc1	106.3	107.6	7.5	-1.4	-5.5	95.8	-14.8	-8.7	97.7
COc1ccc2c(c1OC)C(=O)N1c3ccccc3SC21 (stereo not drawn)	95.1	100.2	0.7	6.0	-6.5	85.1	-10.4	-8.3	105.4
O=C(c1ccc(CN2CCOCC2)cc1)N1CCN(Cc2ccccc2)CC1	94.4	107.2	6.7	3.8	-14.1	88.7	-6.1	-5.9	95.8[fluorescence artefact?]

Screens deposited in PubChem by several laboratories.
